# Assay outcomes: PubChem BioAssay, National Center for Advancing Translational Sciences (NCATS)
# ELG1 repair inh = ELG1-dependent DNA repair inhibition | hit rate 2.3% among 330,000 | HEK293T ELG1-luciferase reporter, luminescence, 16 h; DNA damage induced by 5-fluorouridine | Potency, µM (doses to about 46.1 µM), for the others: at the top dose activity change, negative = inhibition, hits mostly inhibitors | AID 504467; also: potency is read from the fitted curve at half-maximal effect; % is scaled to controls: 0 for no effect and ±100 for the full control effect; nearly all actives have a fitted effect of over 55% in size
#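 Quantitative HTS, concentration-response format. 2,000 cells/well co-treated with 5-fluorouridine and compound, 16 hr in 5% CO2 at 37 °C; ONE-Glo luminescence read after 30 min.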
# TRPV1 agonist = activates the human vanilloid receptor TRPV1; Q8NER1; TRPV1-expressing cells, Fluo-8 calcium influx, agonist mode; activation, % at 8.33 µM; hit rate 0.19% among 320,000; AID 540275; in the data active = activation above about 80%; inconclusive = between about 30% and that limit; also: 0% is about no effect
#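 TRPV1-expressing cells were cultured overnight at 35.5C and loaded with Fluo-8 calcium dye for 40 to 90 min at room temperature. After a 10 s baseline, compound was added and calcium influx was read kinetically for 3 min (ex 480/em 520 nm).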
# A-T KAP1 phos = candidate therapy for ataxia-telangiectasia; […] A-T fibroblasts, KAP-1 phosphorylation AlphaLISA; neocarzinostatin DNA damage 30 min before lysis; hit rate 0.19% among 320,000; Potency, µM (top dose mostly 57.5 µM), for inactives: at the top dose activation, hits mostly activators; also: potency is read from the fitted curve at half-maximal effect; % of control where 0% means no effect; nearly all actives have a fitted effect of over 45% in size
#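 ATM-like activity read as KAP-1 phosphorylation via AlphaLISA donor/acceptor antibody pairs after lysis and 6 hr at 25C. Cells were ATM-null patient fibroblasts ([…], hTERT), dosed 60 min, then exposed to the DSB inducer NCS for 30 min.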
# Mito fusion act = blocks mitochondrial division or promotes mitochondrial fusion; S. cerevisiae fusion-defective mutant growth rescue, CellTiterGlo 48 h; Potency, µM (top dose mostly 46.1 µM), without a hit: top-dose growth rescue (activation), hits mostly activators; hit rate 0.23% among 320,000;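 also: potency is read from the fitted curve at half-maximal effect; % of control where 0% means no effect; nearly all actives have a fitted effect of over 45% in size; temperature-sensitive fusion mutants such as fzo1-1 at 37 °C on non-fermentable ethanol glycerol medium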
#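 Yeast fusion mutant, YPEG (non-fermentable carbon), compound, 48 h at 37C non-permissive; CellTiterGlo added, 10 min RT, luminescence read. Rescued growth = division inhibition.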
# KCNH2 3.1 block = KCNH2 3.1 (human) potassium channel inhibition. hit rate 0.95% among 340,000. activity change, % (tested at about 1.8 µM). U2OS KCNH2 3.1, thallium flux FluxOr; active compounds read low;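 active = maximum activity change below -70%; inconclusive = maximum activity change from -70% to -50%; inactive = maximum activity change above -50%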;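 also: thallium influx rate constant from kinetic fluorescence after stimulation buffer; % is scaled to controls: 0 for no effect and ±100 for the full control effect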
#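 Thallium flux via FluxOr fluorescence (Red40 quencher, 45 min loading) in U2OS cells virally expressing the KCNH2 3.1 isoform (1.77 x 10^8 /mL virus, overnight at 37 C). Rate constants from 2-min kinetic reads post-stimulation, normalised to positive and negative controls.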
# Eya2 phos inh = Eya2 (human) phosphatase inhibition; O00167; recombinant Eya2, OMFP fluorescence dephosphorylation (OMFP is methylfluorescein phosphate); Potency, µM (doses to about 76.9 µM), inactives show top-dose activity, negative = inhibition, hits mostly inhibitors; hit rate 0.006% among 330,000; also: potency is read from the fitted curve at half-maximal effect; % is scaled to controls: 0 for no effect and ±100 for the full control effect
# Target sequence (O00167 whole entry, looked up): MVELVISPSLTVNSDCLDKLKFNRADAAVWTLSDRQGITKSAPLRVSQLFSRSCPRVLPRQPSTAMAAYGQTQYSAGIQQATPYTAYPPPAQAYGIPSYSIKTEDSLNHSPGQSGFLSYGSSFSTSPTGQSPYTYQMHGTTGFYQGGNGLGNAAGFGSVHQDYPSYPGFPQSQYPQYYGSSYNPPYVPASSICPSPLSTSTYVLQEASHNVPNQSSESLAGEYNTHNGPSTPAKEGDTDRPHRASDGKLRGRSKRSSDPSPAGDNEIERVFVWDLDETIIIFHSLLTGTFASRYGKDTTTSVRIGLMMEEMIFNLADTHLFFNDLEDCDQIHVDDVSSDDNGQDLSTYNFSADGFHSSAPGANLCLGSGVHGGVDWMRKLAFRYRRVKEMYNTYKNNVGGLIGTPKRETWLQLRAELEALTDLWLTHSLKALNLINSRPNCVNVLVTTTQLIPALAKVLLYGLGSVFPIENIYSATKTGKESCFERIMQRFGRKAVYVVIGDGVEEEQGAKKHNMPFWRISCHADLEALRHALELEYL
#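 Eya2 protein (added as 0.2 uM solution) was preincubated with compound for 10 min at ambient temperature in 50 mM HEPES pH 7.5, 50 mM NaCl, 5 uM MgCl2, 0.05% BSA, 1 mM DTT. OMFP (added at 50 uM) then reacted 10 min; fluorescence read at 485/525 nm.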
# TCR act = activators of T cell receptors; primary human leukocytes, anti-CD3, IL-2 HTRF, 48 h; Potency, µM (top dose mostly 9.22 µM), without a hit: at the highest dose activation of IL-2 secretion, actives largely listed as activators; 330,000 tested, under 10 active; also: % of control where 0% means no effect
#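 Primary human leukocytes incubated 48 hr with anti-CD3 beads plus compound, without co-stimulation. Secreted IL-2 measured by HTRF (europium cryptate/d2 anti-IL-2 pair, 320 nm excitation, 665 nm emission).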
# USP2a block = USP2a (human) protease inhibition; O75604; USP2 core, Ub-CHOP2 coupled fluorogenic reporter, 485/531; Potency, µM (doses to about 38.3 µM), inactives show top-dose activity change, negative = inhibition, hits mostly inhibitors; hit rate 0.01% among 330,000; AID 463254;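 also: potency is read from the fitted curve at half-maximal effect; plate controls were DMSO wells for no effect and full inhibition by NEM control for full effect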
# Target sequence (O75604 whole entry, looked up): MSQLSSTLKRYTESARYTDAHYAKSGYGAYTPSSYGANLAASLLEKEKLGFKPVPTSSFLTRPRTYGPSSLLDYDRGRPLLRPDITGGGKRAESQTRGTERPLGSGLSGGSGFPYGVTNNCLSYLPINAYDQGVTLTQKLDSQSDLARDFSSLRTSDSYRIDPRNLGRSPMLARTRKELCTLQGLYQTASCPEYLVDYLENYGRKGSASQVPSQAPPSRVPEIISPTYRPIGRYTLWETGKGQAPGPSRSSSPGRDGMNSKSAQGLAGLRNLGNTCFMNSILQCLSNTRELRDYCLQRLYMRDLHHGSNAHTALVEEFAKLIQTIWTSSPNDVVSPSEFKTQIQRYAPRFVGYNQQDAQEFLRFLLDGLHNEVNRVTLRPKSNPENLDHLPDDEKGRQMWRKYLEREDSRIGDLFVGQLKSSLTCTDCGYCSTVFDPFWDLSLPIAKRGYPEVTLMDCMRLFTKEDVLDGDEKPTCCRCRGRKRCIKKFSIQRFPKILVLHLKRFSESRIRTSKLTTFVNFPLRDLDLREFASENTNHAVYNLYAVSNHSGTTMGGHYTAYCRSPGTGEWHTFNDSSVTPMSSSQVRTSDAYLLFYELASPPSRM
#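 USP2 core (10nM final) preincubated 30min RT with compound in 20mM Tris-HCl pH 8.0, 2mM CaCl2, 2mM beta-mercaptoethanol, 0.05% CHAPS; 25nM Ub-CHOP2 plus 25nM reporter substrate added, fluorescence (Ex485/Em531) read after 60min.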
# KCNH2 WT inh = blocks the wildtype human KCNH2 potassium channel; activity change, % at 1.84 µM; U2OS, BacMam KCNH2, thallium flux FluxOr; active compounds read low; hit rate 0.37% among 340,000; Q12809; AID 720551;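 active = maximum activity change below -70%; inconclusive = maximum activity change between -70% and -50%; inactive = maximum activity change above -50%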; also: % is scaled to controls: 0 for no effect and ±100 for the full control effect
#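 U2OS cells transduced with wild-type KCNH2 virus are loaded with FluxOr dye for 45 min, and thallium flux is measured in kinetic reads before and after stimulation buffer. Rate constants are normalized to DMSO controls.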
# TSHR antagonist = antagonists of human thyroid stimulating hormone receptor; P16473; TSHR-expressing cells, TSH-stimulated cAMP HTRF, 2 h; active compounds read low; activity change, negative = inhibition, % at 11.5 µM; hit rate 0.2% among 330,000; AID 504810;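 active = activity change below a set negative limit, meaning inhibition stronger than a set level, cut at about -70% in these data; inconclusive = activity change between two set negative limits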; also: % is scaled to controls: 0 for no effect and ±100 for the full control effect
#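 TSHR-expressing cells were treated with compounds, then stimulated with TSH at EC80 (4nM final) for 2 hours at 37 deg C. Cellular cAMP was measured by HTRF competition between lysate cAMP and cAMP-d2 for a cryptate-labelled anti-cAMP antibody.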
# * marks the source's active call; other numbers are inactive results; ? = inconclusive; / = no result given; [ ] = remark or other dose. Unless noted, calls follow the shape of the dose curve; as a rule, active = well fitted curve in the direction sought with a large enough effect; inconclusive = small, poorly fitted or top-dose-only effect, or another doubt; inactive = no such curve, though single readings can be large; an effect the other way counts as inactive or inconclusive. This is a subset; rates above refer to the full screens.
SMILES,ELG1 repair inh,TRPV1 agonist,A-T KAP1 phos,Mito fusion act,KCNH2 3.1 block,Eya2 phos inh,TCR act,USP2a block,KCNH2 WT inh,TSHR antagonist
CCC1Oc2ccc(C)cc2N(CC(=O)NCCCN2CCCCC2CC)C1=O (stereo not drawn),-2%,2,6%,-4%,18,-11%,10%,-1%,12,-6
COc1ccc(Cl)cc1NS(=O)(=O)c1cc(Cl)ccc1OC,0%,2,6%,0%,0,?,-1%,-1%,-4,-11
Cc1ccc(-n2nc3c(c2NC(=O)c2ccc4c(c2)OCO4)CS(=O)(=O)C3)c(C)c1,13%,-2,5%,16%,13,1%,-2%,0%,3,8
Oc1c(CN2CCOCC2)cc(-c2ccccc2)cc1CN1CCOCC1,?,/,-5%,1%,5,?,-3%,0%,20,9
CCOc1ccc(C(=O)Nc2ccc3c(c2)OCCO3)cc1[N+](=O)[O-],6%,8,-3%,0%,-5,0%,3%,2%,5,-17
COc1ccc(C2CC(c3cccs3)=NN2C(=O)COC(=O)c2cc3ccccc3cc2O)cc1OC (stereo not drawn),-4%,7,3%,0%,/,-2%,-4%[46.1 µM],2%,21,-3
Cc1ccc(S(=O)(=O)N2CCCCC2)cc1C(=O)OC1CCCCC1=O (stereo not drawn),11%,0,22%,-4%,1,-5%,-5%,1%,3,20
O=C(OCc1cc(=O)n2ccsc2n1)c1ccccc1NCCO,?,/,-2%,/,-10,0%,-4%,4%,1,1
CN(C)CCCNC(=O)c1ccc(/C=N/O)nc1,?,4,1%,0%,9,1%,3%,-1%,-8,-1
Brc1cc2c(cc1C1Nc3ccccc3C3C=CCC31)OCO2 (stereo not drawn),-9%,3,0%,9%,-4,-2%,-3%[46.1 µM],0%,-2,7
c1ccc2[nH]c(SCc3cscn3)nc2c1,?,18,9%,3%,-9,-4%,1%,3%,-9,-1
O=C(/C=C/c1ccco1)N1CCN(c2ccc(F)cc2)CC1,0%,?,23%,2%,2,9%,-1%,-2%,-5,-5

# Single records, from the list above. Order of screens: ELG1 repair inh, TRPV1 agonist, A-T KAP1 phos, Mito fusion act, KCNH2 3.1 block, Eya2 phos inh, TCR act, USP2a block, KCNH2 WT inh, TSHR antagonist
# `COc1ccc(Cl)cc1NS(=O)(=O)c1cc(Cl)ccc1OC` is listed with 0%, 2, 6%, 0%, 0, ?, -1%, -1%, -4, -11
# `Brc1cc2c(cc1C1Nc3ccccc3C3C=CCC31)OCO2` (stereo not drawn) is listed with -9%, 3, 0%, 9%, -4, -2%, -3%[46.1 µM], 0%, -2, 7

# Going on with the list.
SMILES,ELG1 repair inh,TRPV1 agonist,A-T KAP1 phos,Mito fusion act,KCNH2 3.1 block,Eya2 phos inh,TCR act,USP2a block,KCNH2 WT inh,TSHR antagonist
CCN1/C(=C2/SC(=S)N(NC(C)=O)C2=O)Sc2ccc(Cl)cc21,-15%,-2,-8%,-2%,14,-1%,/,1%,8,-2
O=C(c1cccs1)N1CCCN(c2ncnc3scc(-c4ccccc4)c23)CC1,?,?,7%,1%,-6,-13%,7%,1%,10,-7
CC(C)(C)n1cnc2cc(NCc3ccc(Br)cc3)ccc21,?,2,-1%,-17%,-96*,-2%,1%,-1%,23,0
Nc1nc(-c2cccs2)cs1,?,-2,-1%,3%,10,4%,3%,1%,-26,-16
Cc1ccc(S(=O)(=O)n2cnc3cc([N+](=O)[O-])ccc32)c(C)c1C,-1%,-3,3%,1%,-2,2%,-2%,-7%,-13,11
COc1cc(-c2nc(-c3ccccn3)no2)cc(OC)c1OC,?,8,5%,-4%,-7,-2%,5%,-2%,-15,-8
Cc1ccc(S(=O)(=O)Oc2ccccc2N2C(=O)C3CC=CCC3C2=O)cc1 (stereo not drawn),-7%,23,-2%,1%,-2,19%,0%,1%,-3,2
Cc1ccccc1OCC(=O)Nc1ccc(C(N)=O)cc1,?,11,/,-3%,14,9%,-3%,6%,-33,-6
CCOc1ccc(N2CC(C(=O)N3CCCCCC3)CC2=O)cc1 (stereo not drawn),0%,-1,-5%,-2%,-6,-18%,-6%,0%,-5,-6
O=S(=O)(NCCOc1ccccc1)c1ccc2ccccc2c1,2%,19,4%,4%,20,11%,2%,2%,6,-4
O=C(c1ccc(Cl)c(S(=O)(=O)N2CCOCC2)c1)N(Cc1nnc(-c2ccccc2Cl)o1)C1CC1,?,2,-2%,-3%,-11,14%,-6%,0%,16,-10
CNC(=S)N/N=C/c1cn(CCOc2cccc(OC)c2)c2ccccc12,-29%,-1,3%,?,-11,-3%,-4%[46.1 µM],-2%,-1,-5
CN1C(=O)/C(=C\c2ccc(N(C)C)cc2)OC1=S,?,?,6%,2%,-23,32%,1%,9%,-101*,-6
Cc1ccc(C(=O)Nc2ncc(C)s2)o1,?,13,0%,-4%,4,-3%,-2%,1%,-14,-1
CC(=O)N1CCC(N(CCN2CCOCC2)C(=S)Nc2cccc(C)c2)CC1,15%,2,-4%,2%,-4,0%,1%[46.1 µM],0%,0,2
O=C(NCc1cccs1)c1nn2cccnc2c1Cl,?,-3,5%,-2%,-5,4%,-4%,-1%,0,-2
C=CCn1c(P(=O)(O)c2ccccc2)nc2ccccc21,-5%,-6,1%,-1%,-2,9%,-1%,2%,-2,14
CCN(CC)C(=O)CSc1nnc([C@H](Cc2c[nH]c3ccccc23)NC(=O)OC(C)(C)C)o1,?,?,0%,-1%,-4,6%,-5%,2%,-1,15
Cc1ccc(C(=O)c2nccn2C)cc1C,?,-1,3%,-11%,9,2%,13%,0%,1,1
CCc1ccc(-c2cc3c(=O)n(CC(=O)N4CCCCCC4)nc(C)n3n2)cc1,9%,-1,7%,9%,-9,5%,7%,1%,5,6
OCCSc1nc(-c2cccnc2)nc2ccccc12,?,4,11%,0%,0,6%,9%,4%,2,-6
Brc1ccc(OCc2nnc3n2CCC3)cc1,24%,-5,-4%,-14%,8,-5%,-5%[46.1 µM],-1%,5,0
CCOc1ccc(Nc2nc3ccccc3n3cnnc23)cc1,?,-1,-7%,9%,20,-16%,4%,2%,1,-7
O=C(Cc1ccsc1)Nc1ccc(Cl)cc1Cl,-2%,-1,3%,-4%,7,0%,1%,2%,-6,-5
Cc1ccc2c(c1)cc(C(=O)NCc1ccccc1)n2C,0%,12,3%,7%,9,6%,0%,0%,2,31
CCOC(=O)c1sc(NC(=O)Nc2ccccc2F)nc1C,?,19,-11%,4%,-4,3%,1%[46.1 µM],-3%,-6,-8
COc1ccc2[nH]c(=O)c(CN(CC3CCCO3)C(=S)Nc3ccc(C)cc3)cc2c1 (stereo not drawn),6%,-3,2%,-4%,-8,6%,-5%,1%,-1,17
C[C@]12c3[nH]c4ccc(Cl)cc4c3CCN1C(=O)[C@@H](CC(=O)NCCc1ccccn1)C[C@@H]2C(=O)N1CCCCC1,7.3µM*,/,-2%[11.5 µM],/,1,-23%,-4%[46.1 µM],-1%,48,-12
S=C(Nc1ccc(Cl)cc1Cl)NC1CCN(Cc2ccccc2)CC1,-3%,0,0%,18%,-9,2%,-3%[46.1 µM],0%,16,13
CCCCNC(=O)/C(C#N)=C/c1ccc(C(=O)OC)cc1,10%,12,-2%,18%,-9,-6%,0%,0%,-11,6
COc1ccc(-c2ccccc2)cc1NC(=O)c1cccs1,-30%,25,2%,-8%,-7,-1%,-8%,3%,6,1
CCc1ccc(C2(O)CC(C(F)(F)F)=NN2C(=O)Cc2ccc([N+](=O)[O-])cc2)cc1 (stereo not drawn),2%,27,1%,1%,-5,-20%,-6%[46.1 µM],-9%,-3,-6
Cc1ccc(CNC(=O)CCS(=O)(=O)c2ccc(Br)s2)cc1,12%,-1,5%,1%,5,-5%,-7%,1%,10,14
COc1cc(/C=N/OCC(=O)NC23CC4CC(CC(C4)C2)C3)ccc1OCc1ccccc1,-22%,5,-3%,19%,0,-8%,-10%[46.1 µM],1%,-17,-42
CCOC(=O)/C(C(N)=NC)=C(\O)c1ccccc1,1%,2,16%,27%,-3,-34%,6%,0%,8,-3
COc1ccccc1NC(=O)CCCC(=O)OC(C)C(=O)c1ccccc1 (stereo not drawn),-3%,5,7%,5%,3,3%,-7%,3%,-17,-14
CC(=O)c1cccc(NC(=O)CN(C)S(=O)(=O)c2ccccc2)c1,?,0,1%,3%,1,2%,3%,0%,/,-4
CC1=C(C(=O)N2CCOCC2)C(c2ccc(-c3ccccc3)cc2)NC(=S)N1 (stereo not drawn),-3%,4,11%,-1%,-8,-4%,-10%,7%,-14,2
S=c1[nH]nc(-c2ccco2)n1Cc1ccccc1,?,-5,/,0%,2,-11%,-9%,1%,-26,10
Cc1cccc(NC(=O)C(C)OC(=O)c2ccccc2NS(=O)(=O)c2cc(C)c(C)c([N+](=O)[O-])c2)c1 (stereo not drawn),?,2,3%,-7%,/,-13%,-8%[46.1 µM],2%,9,1
O=C(C1CC1)N1CCc2cc(S(=O)(=O)NCCC3=CCCCC3)ccc21,-5%,?,-2%,14%,6,-6%,-3%,-1%,-12,-13
